High-throughput results deposited in PubChem BioAssay by Broad Institute.
DLD1 CTGF mRNA: YAP1 pathway inhibitors via CTGF transcript, primary screen, DLD1 colon cancer cells, RT-qPCR, single point (AID 743449) | inhibition, % at 12.5 µM | DLD1 CTGF mRNA qPCR, 24 h; stronger effect = higher value | 9,900 tested, 0.9% active;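 active = mean normalized replicate activity at least 50 and at least half of replicates each reaching 50; inconclusive = only one of the two criteria met; inactive = neither criterion met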;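 also: 0% = neutral control wells and 100% = dasatinib control wells; higher means stronger suppression of CTGF expression like dasatinib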
Pax4 mRNA alpha TC1: activators of Pax4 gene expression, primary screen, RT-PCR, mouse alpha TC1 cells, single point (AID 1053180) | activation, % at 10 µM | 9,600 tested, 0.2% active | mouse alpha TC1 cells, Pax4 mRNA qPCR, 6 days; stronger effect = higher value; 100% = Pax4 plasmid added at qPCR;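 active = highest normalized replicate activity of 15 or more, or at least half the replicates reach 15 or more; inactive = neither condition met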;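 also: pax4 Ct normalized to GAPDH with activation seen as lower delta delta Ct; plate controls were plate neutral control wells for no effect and Pax4 plasmid positive control for full effect; each compound tested in two replicate wells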
* = called active by the depositor; i = inactive; ? = inconclusive; nt = no result given; & = joins results of further samples. A portion of the library, so the mix of outcomes need not match the whole.

SMILES	DLD1 CTGF mRNA	Pax4 mRNA alpha TC1
CO[C@H]1CC[C@H]2CCOc3c(C#N)cccc3C(=O)N(C)C[C@H](c3ccccc3)CC(=O)N(C)C[C@H]1O2	9	0.0
COc1ccc2c3c([nH]c2c1)[C@H](CO)N(C(=O)NC1CCCC1)CC31CN(C(=O)Nc2cccc(F)c2)C1	-13	0.0
COc1cccc(C(=O)Nc2ccc3c(c2)C(=O)N(C)[C@@H]2CC[C@@H](CC(=O)NCc4ccc(F)cc4)O[C@H]2CO3)c1	-32	0.0
COc1ccc(CN(C)C[C@H]2OCCCC[C@@H](C)Oc3ccc(NC(=O)C4CCCCC4)cc3C(=O)N([C@H](C)CO)C[C@H]2C)cc1	3	0.0
N#C[C@@H]1[C@@H](c2ccccc2C2=CCCCC2)[C@@H](CO)N1S(=O)(=O)c1ccccc1	-4	0.0
COC(=O)C[C@H]1CC[C@@H]2[C@H](COc3ccc(NC(=O)c4ccc(C(F)(F)F)cc4)cc3C(=O)N2C)O1	-32	0.0
COCC#Cc1ccc([C@H]2[C@@H](CO)N3C(=O)CN(C(=O)Nc4ccccc4F)C[C@@H]23)cc1	-2	0.0
CCS(=O)(=O)Nc1ccc2c(c1)C(=O)N(C)[C@H]1CC[C@H](CC(=O)NC3CCCCC3)O[C@H]1CO2	-12	0.0
O=C(C[C@@H]1CC[C@@H]2[C@H](COC[C@H](O)CN2C(=O)c2ccccc2F)O1)NCc1ccc(Cl)c(Cl)c1	21	0.0
O=C(C1CCCCC1)N1[C@H](CO)[C@H]2c3ccccc3N(S(=O)(=O)c3ccccc3)C[C@H]21	24	0.0
CNC[C@@H]1OCc2cnnn2CCCC(=O)N([C@H](C)CO)C[C@@H]1C	-44	0.0
Cc1noc(C)c1NC(=O)Nc1ccc2c(c1)C(=O)N([C@H](C)CO)C[C@@H](C)[C@H](CN(C)Cc1ccc3c(c1)OCO3)OCCCC[C@H](C)O2	-17	0.0
COc1ccc(-c2ccc([C@H]3[C@@H](C#N)N(C(=O)NC(C)C)[C@@H]3CO)cc2)cc1	9	0.0
CCCNC(=O)N1CC2(CN(C(=O)CN(C)C)C2)c2c(n(C)c3cc(OC)ccc23)[C@H]1CO	-16	0.0
O=S(=O)(c1ccc(-c2ccccc2)cc1)N1C[C@@H]2N[C@H](C1)C2c1ccc(-c2ccncc2)cc1 (some centres undefined)	-62	0.0
C[C@@H]1CN([C@@H](C)CO)C(=O)c2cc(NC(=O)Nc3cccc4ccccc34)ccc2O[C@@H](C)CCCCO[C@H]1CN(C)Cc1ccc(C(F)(F)F)cc1	-26	0.0
CCC(=O)N1[C@H](CO)[C@H](c2ccccc2)[C@H]1CN(CC1CCC1)S(C)(=O)=O	8	0.0
CCS(=O)(=O)N1CC2(C1)[C@H](c1ccccc1)[C@H](CO)N2Cc1ccc(F)cc1	6	nt
C[C@@H](O)C#Cc1ccc([C@@H]2[C@@H](CO)N3CCCCN(C(=O)c4ccc5c(c4)OCO5)C[C@@H]23)cc1	-26	0.0
Cc1ccccc1S(=O)(=O)N1CC[C@@H]2[C@H](CO)Nc3ccc(-c4ccc(F)cc4)cc3[C@@H]21	-48	0.0
O=C(Nc1ccc(C(F)(F)F)cc1)Nc1ccc2c(c1)[C@@H]1C[C@@H](CC(=O)N3CCc4ccccc4C3)O[C@H](CO)[C@@H]1O2	9	0.1
C/C=C/c1ccc(C2[C@H]3CNC[C@@H]2N3C(=O)NC2CCCCC2)cc1 (some centres undefined)	-6&1	0.0&0.0
COc1ccccc1NC(=O)N1CC(=O)N2[C@H](CO)[C@H](c3ccc(-c4cccc(C)c4)cc3)[C@@H]2C1	26	0.0
C[C@H]1CN([C@@H](C)CO)C(=O)CCCn2nncc2CO[C@H]1CN(C)S(=O)(=O)c1cn(C)cn1	0	0.0
COc1ccc2c3c(n(C)c2c1)[C@H](CO)N(C)CC31CN(C(=O)C2CCC2)C1	-3	0.0

(listing goes on)
SMILES	DLD1 CTGF mRNA	Pax4 mRNA alpha TC1
C[C@@H]1CN([C@@H](C)CO)C(=O)Cc2cc(NC(=O)c3ccncc3)ccc2O[C@H]1CN(C)C(=O)Nc1ccc(F)cc1	-10	0.0
Cc1noc(C)c1NC(=O)Nc1ccc2c(c1)C(=O)N([C@@H](C)CO)C[C@@H](C)[C@@H](CN(C)S(=O)(=O)c1cccs1)OCCCC[C@H](C)O2	-1	0.0
COc1ccc(S(=O)(=O)Nc2ccc3c(c2)C(=O)N([C@H](C)CO)C[C@@H](C)[C@@H](CN(C)Cc2ccc(C(F)(F)F)cc2)OCCCC[C@H](C)O3)cc1	7	0.1
O=C(C[C@@H]1C[C@@H]2c3cc(NC(=O)c4ccc5c(c4)OCO5)ccc3O[C@@H]2[C@H](CO)O1)NCc1ccc(Oc2ccccc2)cc1	i	3.4
CO[C@@H](CN(C)C(=O)C1CCOCC1)[C@H](C)CN([C@H](C)CO)S(=O)(=O)c1ccccc1	-8	0.0
COc1ccc(S(=O)(=O)N2C[C@H](O)COC[C@@H]3O[C@H](CC(=O)N[C@@H]4CCN(Cc5ccccc5)C4)CC[C@H]32)cc1	-11	0.0
COCC(=O)Nc1ccc2c(c1)[C@H]1C[C@H](CC(=O)N[C@@H](C)c3ccccc3)O[C@H](CO)[C@H]1O2	-11	0.0
O=C(C[C@H]1CC[C@H]2[C@@H](COC[C@@H](O)CN2Cc2cc(F)ccc2F)O1)NCc1ccc(Oc2ccccc2)cc1	18	0.0
CCC(=O)N1[C@H](CO)[C@H](c2ccc(C#CC(C)(C)O)cc2)[C@@H]1CN(C)C(C)=O	-4	0.0
O=C(c1cccnc1)N1CC(=O)N2[C@H](C1)[C@H](c1ccc(-c3ccccc3F)cc1)[C@@H]2CO	3	0.0
C[C@H](CO)N1C[C@H](C)[C@H](CN(C)C(=O)c2ccc3ccn(C)c3c2)OCc2cnnn2CCCC1=O	-11	0.0
C[C@@H]1CCn2cc(nn2)COC[C@H](c2ccccc2)NC1=O	-20	0.0
CC(C)c1cccc(NC(=O)C[C@H]2CC[C@H]3[C@@H](COc4ccc(NC(=O)c5cnccn5)cc4C(=O)N3C)O2)c1	9	0.0
O=S(=O)(c1ccccc1)N1C[C@@H]2[C@H](c3ccccc31)[C@H](CO)N2Cc1ccccn1	3	0.0
CNC[C@H]1Oc2cc(C#Cc3ccccc3OC)ccc2S(=O)(=O)N([C@@H](C)CO)C[C@@H]1C	-21	0.4
COc1ccc2c3c(n(C)c2c1)[C@@H](CO)N(C(=O)Nc1cccc(F)c1)CC31CN(Cc2nccs2)C1	1	0.0
COCC(=O)N1CC2(C1)CN(C(=O)NC1CCCC1)[C@@H](CO)c1c2c2ccc(OC)cc2n1C	-11	0.0
C[C@H](CO)N1C[C@H](C)[C@H](CN(C)C(=O)Nc2ccc3c(c2)OCO3)OCc2ccccc2-c2c(n(C)c3ccccc23)C1=O	19	0.0
COc1ccc2c3c(n(C)c2c1)[C@@H](CO)N(Cc1ccccc1)CC31CN(S(=O)(=O)c2ccc(C)cc2)C1	-104	2.0
COCC(=O)N1[C@@H](CO)[C@@H]2c3ccccc3N(C(=O)Nc3ccccc3Cl)C[C@@H]21	-6	0.0
CN1C(=O)c2cc(NS(=O)(=O)c3ccc(Cl)cc3)ccc2OC[C@H]2O[C@@H](CC(=O)Nc3ccc4c(c3)COC4)CC[C@@H]21	-16	0.0
COc1ccc(NC(=O)N2C[C@@H](O)COC[C@H]3O[C@@H](CC(=O)NCc4ccncn4)CC[C@@H]32)cc1	5	0.0
COc1ccc2c3c(n(C)c2c1)[C@@H](CO)N(Cc1ccccc1OC)CC31CN(C)C1	-2	0.1
CO[C@@H](CN(C)C(=O)Nc1ccc(Cl)cc1)[C@H](C)CN(Cc1ccccc1Cl)[C@@H](C)CO	9	0.1
N#C[C@@H]1[C@@H](c2ccccc2)[C@@H](CO)N1S(=O)(=O)c1cccc(F)c1	0	0.0

Looked up by structure from the entries so far, 5 records:
SMILES	DLD1 CTGF mRNA	Pax4 mRNA alpha TC1
CNC[C@H]1Oc2cc(C#Cc3ccccc3OC)ccc2S(=O)(=O)N([C@@H](C)CO)C[C@@H]1C	-21	0.4
COc1ccc(S(=O)(=O)N2C[C@H](O)COC[C@@H]3O[C@H](CC(=O)N[C@@H]4CCN(Cc5ccccc5)C4)CC[C@H]32)cc1	-11	0.0
COCC(=O)N1CC2(C1)CN(C(=O)NC1CCCC1)[C@@H](CO)c1c2c2ccc(OC)cc2n1C	-11	0.0
O=C(C[C@H]1CC[C@H]2[C@@H](COC[C@@H](O)CN2Cc2cc(F)ccc2F)O1)NCc1ccc(Oc2ccccc2)cc1	18	0.0
C[C@H](CO)N1C[C@H](C)[C@H](CN(C)C(=O)Nc2ccc3c(c2)OCO3)OCc2ccccc2-c2c(n(C)c3ccccc23)C1=O	19	0.0

Other entries.
SMILES	DLD1 CTGF mRNA	Pax4 mRNA alpha TC1
Cc1ccccc1-c1ccc([C@@H]2[C@@H](CO)N3C(=O)CN(C(=O)Nc4cccc(F)c4)C[C@H]23)cc1	10	0.0
CO[C@@H]1CN(C)C(=O)c2ccc(NC(=O)Nc3cc(F)ccc3F)cc2OC[C@H](C)N(C(=O)c2ccccn2)C[C@H]1C	-12	0.0
N#C[C@H]1N[C@H](CO)[C@H]1c1ccc(C#CC2CCCCC2)cc1	?	0.0
COc1ccccc1-c1ccc([C@H]2[C@@H](CO)N3CCCCN(C(=O)c4cccnc4)C[C@H]23)cc1	-17	0.0
CN1C(=O)c2cc(NC(=O)NCc3ccccc3)ccc2OC[C@H]2O[C@@H](CC(=O)NCC3CCCCC3)CC[C@@H]21	20	0.0
C[C@H]1CN([C@@H](C)CO)C(=O)c2ccccc2-c2ccccc2CO[C@H]1CN(C)S(=O)(=O)c1cn(C)cn1	10	0.0
O=C(C[C@@H]1CC[C@H]2[C@@H](COC[C@H](O)CN2Cc2cccc(Cl)c2)O1)NCc1cccc(F)c1	-4	0.0
C[C@@H](NC(=O)C[C@@H]1C[C@@H]2c3cc(NS(=O)(=O)c4ccc(F)cc4)ccc3O[C@@H]2[C@@H](CO)O1)c1ccccc1	4	0.0
C[C@@H]1CN([C@@H](C)CO)C(=O)CCCn2nncc2CO[C@@H]1CN(C)Cc1ccc(C(=O)Nc2ccccc2N)cc1	-169	0.0
O=C(C[C@@H]1CC[C@@H]2[C@H](COC[C@H](O)CN2CC2CCOCC2)O1)NCC1CCCCC1	-25	0.0
Cc1ccc(S(=O)(=O)Nc2ccc3c(c2)C(=O)N(C)[C@@H]2CC[C@H](CC(=O)NCCc4ccncc4)O[C@H]2CO3)cc1	-9	0.0
CN1c2ccc(Br)cc2[C@@H]2[C@@H](CCN2C(=O)c2ccc(F)cc2)[C@@H]1CO	10	0.0
CC(C)CC#Cc1ccc([C@H]2[C@@H](CO)N3CCCCN(C(=O)Nc4ccccc4)C[C@@H]23)cc1	-3	0.0
CO[C@H]1CN(C)C(=O)c2cc(NC(=O)Cc3ccccc3)ccc2OC[C@@H](C)N(C(=O)c2ccccc2F)C[C@@H]1C	-3	0.0
CN1C(=O)c2cc(NS(C)(=O)=O)ccc2OC[C@H]2O[C@@H](CC(=O)N3CCOCC3)CC[C@@H]21	-15	0.0
CO[C@@H]1CN(C)C(=O)c2cc(NC(=O)C3CCCCC3)ccc2OC[C@@H](C)N(Cc2cccnc2)C[C@H]1C	19	0.0
O=C(Nc1ccc(-c2ccccc2)cc1)[C@@H]1[C@@H](CO)[C@@H]2Cn3c(cccc3=O)[C@@H]2N1CC1CCOCC1	32	0.0
COc1ccc(S(=O)(=O)N2C[C@@H](O)COC[C@@H]3O[C@@H](CC(=O)N[C@H]4CCN(Cc5ccccc5)C4)CC[C@H]32)cc1	5	0.0
O=C(C[C@H]1CC[C@H]2[C@@H](COC[C@@H](O)CN2C(=O)Nc2cc(Cl)cc(Cl)c2)O1)N1CCOCC1	6	0.0
CCCN1C[C@@H](C)[C@H](OC)CN(C)C(=O)c2ccc(NS(=O)(=O)c3cn(C)cn3)cc2OC[C@@H]1C	3	0.0
O=C(C1CC1)N1CC[C@H]2[C@H](CO)Nc3ccc(Br)cc3[C@H]21	10	0.0
CN1c2ccc(Br)cc2[C@@H]2[C@@H](CCN2C(=O)Nc2cccc(F)c2)[C@@H]1CO	15	0.0
CCN(C[C@H]1[C@H](c2ccc(-c3cccnc3)cc2)[C@H](CO)N1C(C)=O)C(C)=O	5	0.0
CCCC#Cc1ccc([C@@H]2[C@@H](CO)N3C(=O)CN(C(=O)c4cccnc4)C[C@@H]23)cc1	11	0.0
CN1C(=O)c2cc(NC(=O)c3cccc(F)c3)ccc2OC[C@H]2O[C@@H](CC(=O)NCc3ccccc3Cl)CC[C@@H]21	-34	0.0

The list goes on:
SMILES	DLD1 CTGF mRNA	Pax4 mRNA alpha TC1
COc1ccc(-c2ccc3n(c2=O)C[C@H]2[C@H](CO)[C@@H](C(=O)NCC4CC4)N(C(=O)NC(C)C)[C@@H]32)cc1	14	0.0
OC[C@@H]1[C@@H](c2ccccc2)C2(CN(CC3CCOCC3)C2)N1Cc1cncnc1	-34	nt
Cc1noc(C)c1NC(=O)N(C)C[C@@H]1OCc2ccccc2-c2c(n(C)c3ccccc23)C(=O)N([C@@H](C)CO)C[C@@H]1C	18	0.0
O=C(C1CCOCC1)N1CC[C@H]2[C@H](CO)Nc3ccc(-c4cccc(F)c4)cc3[C@H]21	20	0.0
COc1ccc(S(=O)(=O)Nc2ccc3c(c2)CC(=O)N([C@@H](C)CO)C[C@@H](C)[C@H](CN(C)Cc2ccc(C(=O)Nc4ccccc4N)cc2)O3)cc1	-82	0.1
CO[C@H]1CN(C)C(=O)c2ccc(NS(=O)(=O)c3c(C)noc3C)cc2OC[C@@H](C)NC[C@H]1C	23	0.0
CO[C@H]1CN(C)C(=O)c2ccc(NS(=O)(=O)CC(F)(F)F)cc2OC[C@@H](C)N(C(=O)NC(C)C)C[C@H]1C	-13	0.0
